D2 ag: activates the human D2 dopamine receptor | HEK293 T-REx D2 cells, calcium flux agonist mode | activation, % at 2 µM | 0.53% of 340,000 active | P14416;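 active means activation over 3 SD above normal in the single-dose calcium agonist read, cut at about 30% in these data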; further: 0% is about no effect
Target sequence (P14416 whole entry, looked up): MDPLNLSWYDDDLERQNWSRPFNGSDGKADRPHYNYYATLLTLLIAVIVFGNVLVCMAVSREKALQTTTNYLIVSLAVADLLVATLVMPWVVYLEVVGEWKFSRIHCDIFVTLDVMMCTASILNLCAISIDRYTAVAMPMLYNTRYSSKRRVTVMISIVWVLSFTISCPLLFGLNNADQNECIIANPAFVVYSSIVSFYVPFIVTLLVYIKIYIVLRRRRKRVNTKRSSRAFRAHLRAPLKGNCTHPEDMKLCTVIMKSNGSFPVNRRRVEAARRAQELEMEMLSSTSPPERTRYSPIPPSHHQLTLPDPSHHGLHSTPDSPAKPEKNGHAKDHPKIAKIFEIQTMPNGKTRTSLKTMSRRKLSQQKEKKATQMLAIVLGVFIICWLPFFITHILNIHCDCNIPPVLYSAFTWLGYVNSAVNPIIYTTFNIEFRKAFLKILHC
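Tetracycline-induced HEK293 T-REx cells with force-coupled D2 receptor, plated overnight at 30 C, loaded with no-wash calcium dye. After a 10 s baseline, compound was pin-added and calcium flux read kinetically for 180 s; calcium rises flagged agonists.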
D2 antag: D2 dopamine receptor (human) antagonism; P14416; HEK293 TREx D2 cells, calcium flux, dopamine EC80; inhibition, % at 10 µM; 2% of 340,000 active; in the data active means inhibition above about 30%; further: 0% is about no effect
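Antagonism is scored as inhibition of an EC80 dopamine-evoked calcium signal in a force-coupled, tetracycline-inducible HEK293 T-REx D2 line, with compound present 180 s before agonist.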
TRHR agonist: agonists of human TRH receptor; P34981; TRHR cells, calcium flux fluo-8, FDSS agonist mode; activation, % at 2 µM; 0.18% of 360,000 active; in the data active means activation above about 30%; further: 0% is about no effect
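TRHR-expressing cells loaded with fluo-8 calcium dye; 23 nL library compound pin-transferred, kinetic FDSS fluorescence (Ex 480/Em 530) recorded about 180 s for agonist-induced calcium release, before a 10 nM TRH EC20 addition for potentiator mode.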
TrxR1 substrate: rat thioredoxin reductase 1 substrate activity; O89049; purified TrxR1 substrate turnover, NADPH consumption readout; Potency, µM (highest dose often 114 µM), for inactives: at the highest dose activity change, negative = substrate turnover; 0.01% of 390,000 active; AID 588456; further: potency means the concentration at half of the fitted maximal effect; on the % scale 0 is the no-effect control and ±100 the full control effect; nearly all actives have a fitted effect of over 50% in size
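Rat TrxR1, dispensed at 90 nM, was prereduced with 400 uM NADPH (final) for 5 min at ~22 deg C, then incubated with compound 15 min before 400 uM selenite. A first-read NADPH fluorescence drop versus no-compound background flagged substrates.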
USP1 inh: USP1/UAF1 (human) deubiquitinase inhibition; 0.23% of 390,000 active; recombinant USP1/UAF1, Ub-Rhodamine cleavage fluorescence; Potency, µM (doses to about 57.1 µM), inactives show at the top dose activity change, negative = inhibition, usual class: inhibitors; AID 743255; further: potency means the concentration at half of the fitted maximal effect; on the % scale 0 is the no-effect control and ±100 the full control effect; nearly all actives have a fitted effect of over 60% in size; inactives centre near -12
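USP1/UAF1 complex (1 nM) preincubated 15 min at room temperature with compound, then Ub-Rho substrate (150 nM final) added. Kinetic fluorescence at 480/540 nm over 6 reads at 60 s intervals; 50 mM HEPES pH 7.8, 0.5 mM EDTA, 0.1 mg/ml BSA, 1 mM TCEP, 0.01% Tween-20.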
IDH1 R132H inh: inhibitors of human mutant IDH1 R132H | AID 602179 | Potency, µM (highest dose often 76.6 µM), for inactives: top-dose activity change, negative = inhibition, most hits filed as inhibitors | IDH1-R132H enzyme, NADPH consumption, diaphorase/resazurin fluorescence | 0.093% of 390,000 active | O75874; further: potency means the concentration at half of the fitted maximal effect; on the % scale 0 is the no-effect control and ±100 the full control effect; nearly all actives have a fitted effect of over 65% in size
Target sequence (O75874 whole entry R132H, stated change not applied): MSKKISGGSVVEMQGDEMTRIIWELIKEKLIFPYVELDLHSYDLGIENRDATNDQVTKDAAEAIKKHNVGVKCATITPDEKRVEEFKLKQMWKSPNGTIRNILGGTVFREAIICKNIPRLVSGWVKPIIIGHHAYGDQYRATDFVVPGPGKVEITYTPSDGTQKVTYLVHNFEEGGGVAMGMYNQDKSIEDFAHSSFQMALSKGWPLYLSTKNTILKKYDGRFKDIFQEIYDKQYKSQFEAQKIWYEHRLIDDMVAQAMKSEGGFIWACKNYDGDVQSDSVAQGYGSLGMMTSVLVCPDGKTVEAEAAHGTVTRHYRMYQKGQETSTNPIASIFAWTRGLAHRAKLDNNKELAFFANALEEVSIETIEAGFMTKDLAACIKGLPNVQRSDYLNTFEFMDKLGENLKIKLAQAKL
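IDH1-R132H (0.5 ug/mL) preincubated 30 min with compound, then NADPH (0.016 mM) and alpha-KG (2 mM) added; 80 min at RT, pH 7.5. Remaining NADPH coupled via diaphorase/resazurin to fluorescence (540/590 nm); concentration-response curves normalized to no-enzyme control.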
PI4K2A inh: blocks human PI4K2A kinase activity | purified PI4K2A, ADP-Glo luminescence, 1 h; active compounds read low | activity change, negative = inhibition, % at 76.9 µM | 0.13% of 420,000 active | AID 1346378; in the data active means activity change below about -50%; inconclusive means mostly about -30% to -49%;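 further: -100% = wells without enzyme as full effect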
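Compounds are screened against recombinant PI4K2A using PI as substrate and ATP, the latter dispensed at 300 microM. Reactions run one hour at ambient temperature before ADP-Glo detection; full inhibition defined by wells lacking enzyme.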
rTrxR1 inhibitor: rat TrxR1 inhibition; O89049; recombinant rTrxR1, NADPH fluorescence consumption, selenite substrate; Potency, µM (highest dose often 114 µM), inactives show at the highest dose activity change, negative = inhibition, actives largely listed as inhibitors; 1% of 390,000 active; further: potency means the concentration at half of the fitted maximal effect; on the % scale 0 is the no-effect control and ±100 the full control effect; nearly all actives have a fitted effect of over 65% in size
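Rat TrxR1 (90 nM in the dispensed reagent) was pre-reduced with 400 uM NADPH for 5 min at room temperature, then incubated with compound for 15 min. After 400 uM selenite was added, NADPH fluorescence (Ex 340/Em 450 nm) was followed for 8 min.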
TRHR PAM: allosteric enhancers of human TRH receptor. TRHR cells, fluo-8 calcium fluorescence, EC20 TRH enhancement. enhancement, % at 2 µM. P34981. AID 493056. 0.66% of 360,000 active; in the data active means enhancement above about 30%; further: 0% is about no effect
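TRHR-expressing cells loaded with fluo-8 calcium dye were read kinetically (ex 480/em 530) during compound addition, then stimulated with an EC20 of TRH (10 nM final). Enhancement of the Gq-mediated intracellular calcium response was scored.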
An asterisk follows results filed as active; u = inconclusive; x = not tested or not shown; [ ] = remark or other dose. Unless noted, the call rests on the fitted dose curve; in most records, active means well fitted inhibition curve with a large enough effect; inconclusive means small, poorly fitted or top-dose-only effect; inactive means no such curve, though single readings can be large or run the other way.

SMILES	D2 ag	D2 antag	TRHR agonist	TrxR1 substrate	USP1 inh	IDH1 R132H inh	PI4K2A inh	rTrxR1 inhibitor	TRHR PAM
CCOc1ccc(S(=O)(=O)Nc2ccc3c(c2)c2c(n3S(=O)(=O)c3ccc(OCC)cc3)CCCC2=O)cc1	1.9	-2	0.3	x	x	x	x	x	-12
Cc1ccccc1N1C(=O)c2sc3nc4c(c(=O)n3c2C1=O)CCC4	-0.1	-3	-0.1	-9%	-11%	-1%	3	8.9µM*	-3
COc1cccc(C(=O)NN/C(C)=C/C(=O)C(F)(F)C(F)(F)C(F)(F)F)c1	-0.7	-2	0.2	1%[57.1 µM]	-14%	8%	-6	-3%[57.1 µM]	-4
CN(Cc1ccccc1)CC1C2CCC(C2)C1O (centres undefined)	x	x	x	9%[57.1 µM]	5%	7%	0	20%[57.1 µM]	x
CCOC(=O)c1ccc(NC2=CC(c3ccc(OCC)cc3)N(c3ccc(C(=O)OCC)cc3)C2=O)cc1 (centres undefined)	-0.9	x	1.1	-2%	-18%	-10%	2	7%	-9
Cc1cc(C(F)(F)F)nc(SCC(=O)NC2CCCCC2)n1	-0.2	7	-0.3	-1%[57.1 µM]	-19%	11%	4	-5%[57.1 µM]	-5
O=C(Nc1ncc(Cc2ccccc2Cl)s1)c1ccc2c(c1)CC(c1ccccc1)OC2=O (centres undefined)	0.3	x	0.7	10%	-14%	16%	0	28%	3
O=C(Cn1sc2ccccc2c1=O)N1CCN(C(=O)c2ccco2)CC1	0.3	19	-0.6	-7%	-17%	-3%	8	-2%	13
C[C@@H](C(=O)NCc1ccccc1)[C@@H]1C[C@@]1(C)[C@@H](NC(=O)OCc1ccccc1)c1ccccc1	-1.1	4	-0.6	-3%	-26%	14%	1	0%	4
Cc1ccc(C(=O)NNc2nc3ccccc3nc2C(F)(F)F)cc1	-0.6	8	0.2	6%[57.1 µM]	-3%	0%	1	8%[57.1 µM]	-6
O=C(CCCO)N/N=C/c1ccccc1[N+](=O)[O-]	0.1	-6	-0.1	-5%	-5%	3%	-1	-3%	7
Cc1nnc(SCC(=O)Nc2ccc([N+](=O)[O-])cc2)n1CC1CCCO1 (centres undefined)	-0.6	7	-0.6	0%	-8%	0%	-1	5%	5
O=S(=O)(NCc1cccnc1)c1ccc(Cl)nc1	0.1	5	0.2	10%	-1%	2%	2	28%	5
c1ccc(OCc2nc(-c3cccs3)no2)cc1	0.7	-6	-0.3	2%	0%	0%	3	15%	-4
CSc1ccc(CNC(=O)c2cc3c(=O)n(Cc4ccco4)ccc3nc2C)cc1	-0.9	x	-0.7	5%[57.1 µM]	-9%	15%	-26	2%[57.1 µM]	2
CCOC(=O)c1ccc2nc(C)c3c(c2c1)OC(C)C3 (centres undefined)	-0.1	-15	-0.9	67%[activator]	-13%	6%	-7	-10%	-2
CCN(CC)S(=O)(=O)c1cc(NC(=O)c2n[nH]c(=O)c3ccccc23)ccc1C	0.5	1	0.2	3%	-26%	-4%	2	21%	-1
CC1=C(C(=O)OC(C)C)C(c2cn(-c3ccccc3)nc2-c2cccs2)NC(=O)N1 (centres undefined)	22	-2	0.6	-12%	4%	-25%	-4	6%	6
CN(C)CCCNC(=O)c1cc(S(=O)(=O)N2CCOCC2)ccc1F	2.4	-3	-0.4	9%[57.1 µM]	-13%	-3%	1	13%[57.1 µM]	2
Cc1cc(=O)[nH]c2[nH][nH]c(=O)c12	x	x	x	-3%[11.4 µM]	-16%	8%	-5	2%[57.1 µM]	x
COc1cccc(-c2noc(-c3cccs3)n2)c1	0.3	-7	-0.2	-2%	-14%	10%	-18	11%	0
C/C(=N/NC(=O)c1ccoc1C)C12CC3CC(CC(C3)C1)C2	-0.5	-10	-0.1	-1%	-25%	2%	-14	7%	-2
CCN1CCN(CCCN(Cc2ccco2)C(=S)Nc2cc(Cl)ccc2C)CC1	-1.6	42*	0.5	14%[57.1 µM]	-20%	-1%	3	46%[57.1 µM]	-3
CCCn1nc(NS(=O)(=O)c2ccccc2[N+](=O)[O-])c2cc3ccccc3nc21	0.3	13	-0.3	-9%	-22%	0%	-1	u	1
COc1ccc2c(Cl)c(C(=O)NCC3CCCO3)sc2c1Cl (centres undefined)	-0.4	-4	0.2	x	x	x	x	x	-2
COc1cc(/C=C/C(=O)OC(C)C(=O)c2ccccc2)cc(OC)c1OC (centres undefined)	0.0	-7	-0.6	6%	-17%	9%	-6	2%	-5
COc1ccc(C(=O)/C(C#N)=N/Nc2ccccc2[N+](=O)[O-])cc1	2.8	11	0.4	-10%	-9%	7%	5	-18%	-6
Cc1cc(C)c(S(=O)(=O)N2CCN(C(=O)c3cc4ccccc4oc3=O)CC2)c(C)c1	-1.4	-2	0.0	0%	-23%	-1%	-3	19%	11
COc1ccc(-c2nc3c4ccccc4n(CC(=O)N4CCN(c5ccc(F)cc5)CC4)c(=O)n3n2)cc1	x	x	-0.4	5%[57.1 µM]	-13%	8%	-1	12%[57.1 µM]	4
Cc1nonc1OCCNc1ccc([N+](=O)[O-])cc1[N+](=O)[O-]	-0.5	10	-1.3	-21%	2%	-1%	-3	u	-9
Cc1noc(/C=C/N(C)C)c1S(=O)(=O)N1CCCC(C(=O)NCc2ccc(F)cc2)C1 (centres undefined)	0.5	9	1.0	x	x	x	x	x	-4
O=C(NCC(=O)N(c1ccccc1)C(C(=O)NC1CCCC1)c1ccncc1)c1cccs1 (centres undefined)	x	x	0.1	4%	-20%	7%	2	14%	1
N/C(Cc1ccc(Cl)cc1Cl)=N\OC(=O)c1ccccc1F	-0.9	-4	-0.4	-8%	-18%	-1%	-2	-10%	-2
COc1cc(OC)c(/C=C2\SC(=O)N(CC(=O)Nc3ccccc3F)C2=O)c(OC)c1	1.9	-2	-0.5	7%	-10%	-4%	-4	20%	-4
O=C(NCCCN1CCCC1)c1cc(Sc2ccc(F)cc2)nc2ccccc12	0.1	-7	0.0	-3%	-6%	-6%	0	-20%	-5
O=C(/C=C/c1ccccc1)c1ccoc1	-1.4	19	0.3	2%	-22%	1%	14	-27%	6

Compound profiles, as listed above. Values in the order: D2 ag, D2 antag, TRHR agonist, TrxR1 substrate, USP1 inh, IDH1 R132H inh, PI4K2A inh, rTrxR1 inhibitor, TRHR PAM
O=C(NCCCN1CCCC1)c1cc(Sc2ccc(F)cc2)nc2ccccc12 is listed with 0.1, -7, 0.0, -3%, -6%, -6%, 0, -20%, -5
O=C(/C=C/c1ccccc1)c1ccoc1 is listed with -1.4, 19, 0.3, 2%, -22%, 1%, 14, -27%, 6
COc1ccc(C(=O)/C(C#N)=N/Nc2ccccc2[N+](=O)[O-])cc1 is listed with 2.8, 11, 0.4, -10%, -9%, 7%, 5, -18%, -6

Additional results follow:
SMILES	D2 ag	D2 antag	TRHR agonist	TrxR1 substrate	USP1 inh	IDH1 R132H inh	PI4K2A inh	rTrxR1 inhibitor	TRHR PAM
Cc1nc(NC(=O)CCc2ccccc2)sc1C	x	x	-0.6	0%[57.1 µM]	-35%	1%	-2	23%[57.1 µM]	2
O=C(Nc1cccc([N+](=O)[O-])c1)c1ccc(CN2CCOCC2)cc1	-0.3	7	-0.4	-11%	-4%	4%	7	-14%	5
COC(=O)C1=C(C)Nc2ncnn2C1c1ccc(OC(=O)c2ccccc2)cc1 (centres undefined)	-0.3	-8	0.1	7%	-5%	-1%	-1	25%	-6
COc1ccc(-c2cc(C(=O)Nc3cccc(S(=O)(=O)NCc4ccco4)c3)c3ccccc3n2)cc1OC	1.3	-30	1.7	29%	-24%	5%	-7	5%	0
COc1ccc(S(=O)(=O)N2CCCCC2)cc1NS(=O)(=O)c1cc(Cl)ccc1Cl	-0.7	-14	-1.8	-10%	-12%	5%	-1	-9%	11
CCC(C)NCCOCCOc1ccc(C)cc1OC (centres undefined)	-0.2	-10	0.1	-1%	-20%	2%	-1	5%	-8
Cc1ccc(C(C)C)c(OCc2nnc(SCC(=O)Nc3ncc(C)s3)n2C)c1	-0.1	5	0.3	7%	-13%	8%	-2	17%	-7
OCC[C@H]1C[C@@H](O)[C@H](O)[C@@]2(Cc3ccccc3O2)O1	0.9	6	0.2	-1%	-16%	2%	3	12%	-6
O=C(O)c1cccc2c1C(=O)c1ccc(-c3ccc(F)cc3F)cc1S2(=O)=O	-0.3	-3	0.3	-9%	16%	-9%	-6	-7%[57.1 µM]	10
c1ccc(-c2cc(-c3ccccc3)[nH]n2)cc1	0.7	-1	1.6	5%	-11%	16%	1	29%	1
CCCCNC(=S)NNC(=O)c1ccoc1C	0.4	-1	0.2	4%	-11%	8%	6	3%	4
OCCCn1c(-c2ccccc2)csc1=Nc1ccccc1	-0.3	-11	-0.2	-18%[57.1 µM]	u	5%	1	16%[57.1 µM]	-7
Oc1ccc(-c2cnc3ccccc3n2)cc1	x	x	x	0%[57.1 µM]	-5%	0%	-16	-6%[57.1 µM]	x
Cc1oc(-c2ccc(Cl)cc2)cc1-c1nn2c(-c3ccco3)nnc2s1	1.0	-3	0.1	x	x	x	x	x	-2
CCn1nc(C(=O)OCC(=O)NC(C)C)c2ccccc2c1=O	-0.7	3	0.5	5%[57.1 µM]	-10%	7%	1	17%[57.1 µM]	6
O=C(NCCC1=CCCCC1)C1CCN(S(=O)(=O)c2ccc(Br)s2)CC1	-0.7	9	-0.8	-4%	-19%	5%	-2	-13%	-3
O=C(COC(=O)c1ccccc1NC(=O)c1ccco1)Nc1ccc2c(c1)OCO2	-0.5	0	-0.1	15%	-18%	-2%	-3	1%	-5
O=C(Nc1ccccc1C(=O)OCc1cc(=O)n2ccsc2n1)c1cccc(F)c1	1.0	x	-0.8	-5%[57.1 µM]	-9%	18%	-5	-5%[57.1 µM]	-1
CCCC1(C(=O)OCC)NC(c2ccc(N(C)C)cc2)C2C(=O)N(c3ccc(F)cc3)C(=O)C21 (centres undefined)	-0.4	-13	1.2	12%[57.1 µM]	-8%	-1%	-4	32%[activator][57.1 µM]	14
Cc1ccc2nc(COc3ccc(Cl)cc3)cc(=O)n2c1	0.6	5	-0.3	11%	-28%	3%	4	13%	1

Compound activity from PubChem BioAssay.
